Growth percent in the NCI-60 one-dose screen (48 h, 10 µM unless noted): 100 = growth as untreated, 0 = no growth, -100 = all killed.
MCF7 – MCF7 breast cancer. AID 1794796. 82,000 compounds, 6.3% hits
K-562 – K-562 leukemia. 78,000 compounds, 7.4% hits
MDA-MB-231 – MDA-MB-231 breast cancer. 81,000 compounds, 5% hits. AID 1794789
BT-549 – BT-549 breast cancer | 78,000 compounds, 4.4% hits
SR – SR leukemia cells. 73,000 compounds, 8.7% hits
MOLT-4 – MOLT-4 leukemia cells. 80,000 compounds, 6.9% hits. AID 1794779
MDA-MB-435 – MDA-MB-435 melanoma; 82,000 compounds, 7.8% hits; AID 1794794
MDA-MB-468 – MDA-MB-468 breast cancer; 78,000 compounds, 8.5% hits
Active calls of the source: *; · = no result given; & = joins results of further samples. The calls were made as follows: active = growth percent below 10; inactive = the rest.

SMILES	MCF7	K-562	MDA-MB-231	BT-549	SR	MOLT-4	MDA-MB-435	MDA-MB-468
CC[C@H](CC[C@@H](C)[C@H]1CC[C@H]2[C@@H]3CC=C4C[C@@H](OCCc5nn[nH]n5)CC[C@]4(C)[C@H]3CC[C@]12C)C(C)C	101	92	117	116	105	100	112	118
O=C(NCc1cccnc1)/C(=C\c1ccc(Br)cc1)S(=O)(=O)c1ccccc1	-44*	30	-66*	-21*	56	64	-15*	-59*
COc1ccc(OCOCOc2ccc(OC)cc2)cc1	98	92	100	90	100	94	100	84
CCN(CC)C(=O)Cn1cc([N+](=O)[O-])cc1[N+](=O)[O-]	99&114	91	104&123	114&106	102&74	103&71	105&104	102
C=C(C)COc1ccc(C(C)(C)C)cc1	99	106	102	·	96	111	93	91
Cc1ccc(/C(=N\N=C(N)N)C2CC2)cc1	103	87	120	89	·	90	108	112
Cc1nc(Nc2cccnc2)sc1C(=O)/C=C/c1ccc(F)cc1	14	11	89	1.6*	19	82	2.9*	27
Nc1ccc(Cl)c2c(=O)cc[nH]c12	100	91	100	103	93	99	111	109
NNC(=O)Cc1cccc2ccccc12	109	·	104	111	92	94	106	110
Cc1ccc(C2CC(c3ccc(NC(=O)Nc4ccccc4)cc3)=NN2c2ccc(S(C)(=O)=O)cc2)cc1 (centres undefined)	-34*	13	-70*	-33*	15	20	-7.1*	-1.1*
CCOC(=O)c1ccc(Nc2ccnc(SCC(=O)c3ccc([N+](=O)[O-])cc3)n2)cc1	78	63	78	72	65	42	85	49
N#CCc1cccnc1	103	108	106	116	·	88	109	105
O=C1Nc2ccccc2/C1=C\c1c(-c2ccccc2)nc2ccccn12	20	·	59	45	·	9.8*	-42*	15
NC(=Nc1ccccc1)SCc1ccc([N+](=O)[O-])cc1	90	98	98	105	·	88	98	86
N#[N+]c1ccc2c(S(=O)(=O)Oc3ccc(C(=O)c4ccccc4)c(OS(=O)(=O)c4cccc5c([O-])c([N+]#N)ccc45)c3)cccc2c1[O-]	93	63	93	75	69	50	99	78
Cc1nn(-c2ccc(F)cc2)c2nc(N)nc(N)c12	99	112	109	117	102	100	108	115
CC1CC(NC(=S)S)CC(C)(C)C1 (centres undefined)	80	101	95	75	98	84	109	77
COc1ccc(-c2cc(-c3cccnc3)nc(SCC(=O)c3ccc(Cl)cc3)c2C#N)cc1OC	96	82	80	·	79	71	97	93
O=C(CSc1nc2ccccc2c(=O)n1-c1ccccc1)N/N=C/c1ccc(Oc2ccc(Br)cc2)cc1	69	62	51	73	73	56	81	65
COc1ccc([C@@H]2CC(=O)c3c(O)cc(O[C@@H]4OC(CO[C@@H]5OC(C)[C@H](O)C(O)C5O)[C@@H](O)C(O)[C@@H]4O)cc3O2)cc1O (some centres undefined)	94	97	97	98	99	98	105	110
O=C(C(=O)c1cccc(C(=O)C(=O)c2ccccc2)c1)c1ccccc1	97	87	99	102	93	98	103	93
O=C1/C(=C/c2ccc(OCCCc3ccccc3)cc2)N=C2SCCCN12	88	·	94	94	81	82	101	101
COc1ccc2c(c1)=NC(=O)/C(=C\c1sc(Nc3ccc(S(N)(=O)=O)cc3)nc1O)C=2	90	117	99	93	113	105	101	95
N#Cc1c(NCc2ccc(N3CCN(c4ccccc4)CC3)cc2)oc(-c2ccccc2)c1-c1ccccc1	77	45	74	96	36	64	96	100
Cc1[nH]c(C(=O)Nc2ccccc2OC2CCNC2)c(Cl)c1Cl (centres undefined)	67	52	54	88	0.5*	88	86	54
CCCC(=O)Nc1ncnc2c1ncn2C1O[C@@H]2COP(=O)(O)O[C@H]2[C@H]1OC(=O)CCC (some centres undefined)	102	·	113	95	·	130	102	94
C=CCC(CCCC)(C(=O)OCC)C(=O)OCC	93	104	105	97	96	108	110	107
COc1cccc(Cn2cc3c(c2-c2ccccc2)CCc2cnoc2-3)c1OC	87	28	91	99	52	74	14	78
Cc1ccc(/C=C/C2=NN(c3ccccc3)C(c3ccc(C)o3)C2)o1 (centres undefined)	60	95	94	93	92	74	105	100
CC(C)C(C(=O)O)c1ccccc1 (centres undefined)	84	96	105	104	90	87	100	100
CCCCCCn1c(=O)c2c(nc(NCCc3ccc(O)c(O)c3)n2C)n(C)c1=O	82	74	61	76	·	38	81	50
C=C1C(=O)O[C@H]2[C@H]1CC/C(COC(=O)NCc1ccc(OC)cc1)=C\CC[C@@]1(C)O[C@@H]21	15	14	61	30	-1.3*	24	47	28
C=CCOC(=O)Oc1ccccc1Cl	110	·	116	91	·	·	111	115
Nc1ccccc1-c1ccc(-c2ccc(Br)cc2)c2c1[nH]c1ccccc12	77	91	85	86	80	48	91	108
COc1ccc2c(c1)Oc1nc(N)c(C#N)c(N)c1C2Sc1ccc(SC)cc1 (centres undefined)	-21*	2.4*	10	39	-18*	0.5*	24	-41*
O=C(O)CCCCNC(=O)c1nc(-c2ccccc2)n(-c2ccc([N+](=O)[O-])cc2)n1	98	·	106	98	107	103	102	97
CC(C)=C1C2CCC1C1C(=O)OC(=O)C21 (centres undefined)	97	·	87	95	·	·	104	100
O=C(OCC(O)C1OC(c2ccccc2)OC(COC(=O)c2ccccc2)C1O)c1ccccc1 (centres undefined)	91	101	107	110	·	102	102	100
COc1ccc(CCNC(=O)CS(=O)(=O)c2nnc3n(Cc4ccccc4)c(=O)c4c(C)c(C(N)=O)sc4n23)cc1	97	·	88	85	·	·	96	112
O=C(Nc1cccnc1Nc1ccc(F)cc1)c1cn(Cc2cccc(Oc3ccccc3)c2)nn1	40	19	61	70	23	32	-32*	64
COc1cc(C2=N/C(=C\c3cc4cc(Oc5ccccc5)ccc4nc3OC)C(=O)O2)cc(OC)c1OC	101	99	106	104	93	93	114	106
O=[N+]([O-])c1ccc2c(c1)C(=Nc1ccc(N=C3c4ccccc4-c4ccc([N+](=O)[O-])cc43)cc1)c1ccccc1-2	91	99	101	·	102	112	102	86
CCOc1ccc2c(c1)C(C)=CC(C)(C)N2	99	79	106	·	93	91	108	79
COc1cccc(/C=C2\C=C(c3ccccc3)N(CCc3ccccc3)C2=O)c1	63	32	·	99	69	73	78	87
C=CC(CO)N1CCCCC1 (centres undefined)	97	103	97	109	102	94	114	100
CCNS(=O)(=O)c1ncnc2nc[nH]c12	102	109	119	129	101	122	101	·
CCCC(=O)OCCc1ccccc1	99	95	·	112	84	92	113	105
O=C(NCc1cccc(Cl)c1)C1=NOC(Cc2nc3ccccc3[nH]2)C1 (centres undefined)	92	96	127	95	78	88	106	99
O=C(N[C@@H](CC(=O)N1CCn2c(nnc2C(F)(F)F)C1)Cc1cc(F)c(F)cc1F)c1ccc(O)cc1	81	92	101	99	60	94	109	101
Cc1cc(C)n(Cc2cc(C(C)(C)C)cc(C(C)(C)C)c2)c(=O)c1C#N	88	88	83	89	84	77	102	97
CCCCn1c(=O)c(/C=C/C(=O)/C=C/c2cc3ccccc3n(CCCC)c2=O)cc2ccccc21	-0.5*	3.4*	-19*	-55*	1.8*	1.3*	-65*	-59*
COC(=O)[C@H](CCCCNC(=O)OC(C)(C)C)Nc1nc(N)nc(N(C)C2CCCCC2)c1C=O	95	91	91	107	99	77	107	92
O=CNc1cccc(-n2cnc3cc(-c4ccc(O)cc4)ccc32)c1	35	12	55	53	34	28	24	19
NC(N)=NN=C(c1ccccc1)c1ccccc1	16	22	60	44	·	32	-24*	-31*
O=C1Nc2ccc(Cl)cc2/C1=C/c1ccc(OCc2ccc([N+](=O)[O-])cc2)cc1	84	89	89	93	86	81	92	103
Cc1ccc2nc(-c3ccc(C(=O)N/N=C/c4ccc(Cl)cc4)cc3)[nH]c2c1	92	103	102	110	87	100	102	109
N=C(N)c1ccc(-c2ccc(-c3ccc(Cl)cc3Cl)s2)cc1F	-66*	-23*	-79*	85	-6.5*	-47*	-80*	-63*
O=C(N/N=C/c1ccc(O)c(S(=O)(=O)O)c1)C(=O)N/N=C/c1ccc(O)c(S(=O)(=O)O)c1	100	110	101	113	110	114	109	111
C[N+]1(Cc2ccc(C[N+]3(C)CCCCCC3)cc2)CCCCCC1	106	·	116	150	·	·	100	113
CC(C)CSc1nc(N)nc2c1ncn2C1OC(CO)C(O)C1O (centres undefined)	99	·	104	·	111	110	91	96

Not a retest: an excerpt of the list.
SMILES	MCF7	K-562	MDA-MB-231	BT-549	SR	MOLT-4	MDA-MB-435	MDA-MB-468
COc1cc(C2=N/C(=C\c3cc4cc(Oc5ccccc5)ccc4nc3OC)C(=O)O2)cc(OC)c1OC	101	99	106	104	93	93	114	106
O=[N+]([O-])c1ccc2c(c1)C(=Nc1ccc(N=C3c4ccccc4-c4ccc([N+](=O)[O-])cc43)cc1)c1ccccc1-2	91	99	101	·	102	112	102	86
CCOc1ccc2c(c1)C(C)=CC(C)(C)N2	99	79	106	·	93	91	108	79
COc1cccc(/C=C2\C=C(c3ccccc3)N(CCc3ccccc3)C2=O)c1	63	32	·	99	69	73	78	87
C=CC(CO)N1CCCCC1 (centres undefined)	97	103	97	109	102	94	114	100
CCNS(=O)(=O)c1ncnc2nc[nH]c12	102	109	119	129	101	122	101	·
CCCC(=O)OCCc1ccccc1	99	95	·	112	84	92	113	105
O=C(NCc1cccc(Cl)c1)C1=NOC(Cc2nc3ccccc3[nH]2)C1 (centres undefined)	92	96	127	95	78	88	106	99
O=C(N[C@@H](CC(=O)N1CCn2c(nnc2C(F)(F)F)C1)Cc1cc(F)c(F)cc1F)c1ccc(O)cc1	81	92	101	99	60	94	109	101
Cc1cc(C)n(Cc2cc(C(C)(C)C)cc(C(C)(C)C)c2)c(=O)c1C#N	88	88	83	89	84	77	102	97
CCCCn1c(=O)c(/C=C/C(=O)/C=C/c2cc3ccccc3n(CCCC)c2=O)cc2ccccc21	-0.5*	3.4*	-19*	-55*	1.8*	1.3*	-65*	-59*
COC(=O)[C@H](CCCCNC(=O)OC(C)(C)C)Nc1nc(N)nc(N(C)C2CCCCC2)c1C=O	95	91	91	107	99	77	107	92
O=CNc1cccc(-n2cnc3cc(-c4ccc(O)cc4)ccc32)c1	35	12	55	53	34	28	24	19

Later entries
SMILES	MCF7	K-562	MDA-MB-231	BT-549	SR	MOLT-4	MDA-MB-435	MDA-MB-468
CC(C)CCSc1nc(Nc2ccccc2)c(C#N)c(-c2ccc(F)cc2)n1	65	39	46	79	37	51	83	61
O=C(O)Cn1cc(/C=C2\C(=O)N(c3c(Cl)cccc3Cl)C3C=CC=CC23)c2ccccc21 (centres undefined)	103	102	106	104	107	96	112	107
CC(=O)c1cc(S(=O)(=O)n2cc(C(=O)C(=O)Nc3ccncc3)c3ccccc32)ccc1Cl	85	70	65	98	97	90	97	36
CC(=O)c1cc(C(C)C)cc(CCC(C)C)c1C	92	124	116	84	139	109	112	96
CC1(C)C2CCC1(C)C(SC(=N)N)C2 (centres undefined)	103	107	90	105	96	108	102	93
Nc1nc(NC(=O)Nc2ccc(F)cc2)nn1-c1ccc(S(N)(=O)=O)cc1	91	110	80	87	96	108	104	93
CCN1CCN(C(=O)[C@]23CC[C@@H](C)[C@H](C)[C@@H]2C2=CC[C@@H]4[C@@]5(C)CCC(=O)C(C)(C)[C@@H]5CC[C@@]4(C)[C@]2(C)CC3)CC1	4.8*	2.8*	-29*	-26*	-13*	-16*	11	-7.1*
NS(=O)(=O)c1ccc(C(=O)N/N=C/c2cccc(O)c2)cc1	93	102	100	99	92	98	98	91
COc1ccccc1NC(=O)NNC(=O)c1ccncc1	102	100	111	110	89	98	123	121
Oc1c(Cl)cc(CNc2ccccc2)cc1Cl	91	103	108	112	95	95	110	103
Cc1cc(C)n(C2=NCCN2)n1	98	104	92	113	97	85	113	100
FC(F)(F)c1cn(CC2CNC2)c2ncnc(Cl)c12	103	·	100	125	87	90	109	111
CCCCCCCCCC1(C)NC(=O)NC1=O (centres undefined)	99	93	103	·	95	93	108	89
O=c1c2cc(F)ccc2sc2c(NCc3ccccc3)nc3ccc(Cl)cc3c12	84	99	101	100	96	93	102	102
O=C(Nc1ccc(Br)cc1F)c1cc(-c2ccc(F)cc2F)ccc1O	65	73	76	90	115	88	87	80
CCOC(=O)COc1nc(-c2cnccn2)cc(-c2cccs2)c1C#N	78	104	94	102	88	93	106	92
Fc1ccc(Nc2nc3nonc3nc2Nc2ccc(I)cc2)cc1	2.0*	6.8*	-24*	-6.0*	-4.1*	-36*	4.8*	-15*
COC(=O)c1c(C)[nH]c2c3c(c(O)cc12)[C@H]1C[C@@H]2[C@@]4(C)CCCC(C)(C(=O)O)[C@@H]4CC[C@@]32C=C1C(C)C (some centres undefined)	89	81	97	94	123	99	109	97
CC(=O)OC[C@]12CC[C@@H](C)[C@H](C)[C@H]1C1=CC[C@@H]3[C@@]4(C)CCCNC(C)(C)[C@@H]4CC[C@@]3(C)[C@]1(C)CC2	79	46	76	85	24	62	77	78
COc1cc(C(C)c2ccc3c(ccn3C)c2)cc(OC)c1OC (centres undefined)	15	6.5*	28	13	14	13	-41*	52
COc1c2c(cc(O)c1C(C)=O)OC(C)(C)C=C2	103	102	107	103	82	97	99	109
CC(=O)O[C@H]1CC[C@]2(C)[C@H]3CC[C@@H]4[C@H]5[C@H](C)[C@]6(C)OC[C@]5(CC[C@@]4(C)[C@]3(C)CC[C@H]2C1(C)C)C[C@@H]6/C(C)=N\N	96	93	96	96	79	98	101	106
O=C(c1ccc(Cl)cc1)N1CCN(c2ccccc2)CC1	98	119	104	·	128	114	101	107
Cc1cc(Cc2ccc(N=C=O)c(C)c2)ccc1N=C=O	102	75	111	121	87	95	78	95
Cc1nc2cnc(N)c(C#Cc3cncc(C(=O)Nc4ccc(Cl)c(C(F)(F)F)c4)c3)c2nc1C	-68*	-15*	7.6*	87	-19*	36	41	73
CC/C=C\C[C@@H]1C/C=C2/C(=O)C=C[C@H]2C/C=C\CCCC(=O)O1	-9.4*	-0.4*	·	-56*	-30*	-25*	-59*	-63*

High-throughput results: PubChem, NCI
